# Screening results: PubChem BioAssay, Sanford-Burnham Center for Chemical Genomics
# mIAP block = mouse IAP inhibition; actives 0.2% (n = 330,000); purified mouse IAP, CDP-Star luminescence, 30 min; inhibition, % at 10 µM;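 active = inhibition of at least 40% at 10 µM in the primary screen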;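 note: plate controls were DMSO with enzyme for no effect and no enzyme wells for full effect; values of inactives mirror those of a sister screen read the other way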
# ATG4B inhibitor = blocks human ATG4B protease cleavage of LC3 substrate. actives 0.51% (n = 340,000). ATG4B cleavage of LC3-PLA2, NBD-HPC fluorescence, 1 h. Q9Y4P1. inhibition, % at 8.33 µM. AID 504462; in the data active = inhibition above about 40%
# hIAP inh = human IAP inhibition. inhibition, % at 10 µM. P09923. purified IAP, CDP-Star luminescence, 30 min. actives 0.12% (n = 330,000). AID 2544;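 active = inhibition reaching a set limit with compound at 10 µM in the primary screen, cut at about 35% in these data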;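 note: plate controls were DMSO wells with enzyme for no effect and no-enzyme buffer wells for full effect; values of inactives mirror those of a sister screen read the other way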
# hIAP activ = increases human intestinal alkaline phosphatase activity | P09923 | purified human IAP, CDP-Star luminescence, 30 min; hits give high values; 1 = vehicle-only enzyme, 0 = enzyme-free background | activation factor at 10 µM | actives 0.16% (n = 330,000) | AID 2524;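 active = activation factor of the enzyme at least 2-fold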; note: the source names both 10 and 20 µM as test concentration; values of inactives mirror those of a sister screen read the other way
# APOBEC3A inh = human APOBEC3A DNA deaminase inhibition; P31941; recombinant A3A, FAM/TAMRA ssDNA deamination fluorescence; inhibition, % at 20 µM; actives 0.41% (n = 330,000); AID 493011;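 active = at least 40% inhibition at 20 µM here, with at most 30% in a related deaminase screen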;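 note: plate controls were A3A with DMSO for no effect and wells lacking A3A enzyme for full effect; some results filed as inactive read as strong as hits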
# Target sequence (P31941 whole entry, looked up): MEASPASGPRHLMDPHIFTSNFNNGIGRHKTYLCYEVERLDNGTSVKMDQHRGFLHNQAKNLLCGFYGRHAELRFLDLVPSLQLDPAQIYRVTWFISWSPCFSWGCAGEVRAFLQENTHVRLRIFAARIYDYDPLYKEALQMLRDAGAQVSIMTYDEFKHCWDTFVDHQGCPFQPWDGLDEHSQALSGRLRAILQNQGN
# PfG6PD inh = PfG6PD (Plasmodium falciparum) enzyme inhibition | PfGluPho enzyme, NADPH resazurin-diaphorase fluorescence | inhibition, % at 20 µM | AID 504690 | actives 0.78% (n = 350,000);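 active = inhibition reaching at least a set limit at 20 µM in the primary screen, cut at about 59% in these data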;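 note: 0% = DMSO wells with substrate and 100% = DMSO wells lacking glucose-6-phosphate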
# mIAP act = mouse IAP activation; muIAP, CDP-Star luminescence, 30 min; hits give high values; 1 = vehicle-only enzyme signal, 0 = enzyme-free wells; activation factor at 10 µM; actives 0.24% (n = 330,000);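 active = activation factor of at least 2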; note: the source names both 10 and 20 µM as test concentration; values of inactives mirror those of a sister screen read the other way
#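 Assay system: mouse IAP enzyme; Reagent: CDP-Star chemiluminescent phosphatase substrate; Compound: DMSO-dissolved test compounds; Incubation: 30 min, room temperature; Technique: luminescence from enzymatic CDP-Star hydrolysis; Controls: DMSO-only wells and no-enzyme negative control.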
# HKDC1 inh = inhibitors of human hexokinase HKDC1 | Q2TB90 | recombinant HKDC1, G6PDH/diaphorase resazurin coupled fluorescence | inhibition, % at 20 µM | actives 0.16% (n = 340,000);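 active = inhibition above about 35% when tested at 20 µM, limit read from the data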;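 note: plate controls were DMSO wells with enzyme for no effect and DMSO wells lacking enzyme for full effect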
# Target sequence (Q2TB90 whole entry, looked up): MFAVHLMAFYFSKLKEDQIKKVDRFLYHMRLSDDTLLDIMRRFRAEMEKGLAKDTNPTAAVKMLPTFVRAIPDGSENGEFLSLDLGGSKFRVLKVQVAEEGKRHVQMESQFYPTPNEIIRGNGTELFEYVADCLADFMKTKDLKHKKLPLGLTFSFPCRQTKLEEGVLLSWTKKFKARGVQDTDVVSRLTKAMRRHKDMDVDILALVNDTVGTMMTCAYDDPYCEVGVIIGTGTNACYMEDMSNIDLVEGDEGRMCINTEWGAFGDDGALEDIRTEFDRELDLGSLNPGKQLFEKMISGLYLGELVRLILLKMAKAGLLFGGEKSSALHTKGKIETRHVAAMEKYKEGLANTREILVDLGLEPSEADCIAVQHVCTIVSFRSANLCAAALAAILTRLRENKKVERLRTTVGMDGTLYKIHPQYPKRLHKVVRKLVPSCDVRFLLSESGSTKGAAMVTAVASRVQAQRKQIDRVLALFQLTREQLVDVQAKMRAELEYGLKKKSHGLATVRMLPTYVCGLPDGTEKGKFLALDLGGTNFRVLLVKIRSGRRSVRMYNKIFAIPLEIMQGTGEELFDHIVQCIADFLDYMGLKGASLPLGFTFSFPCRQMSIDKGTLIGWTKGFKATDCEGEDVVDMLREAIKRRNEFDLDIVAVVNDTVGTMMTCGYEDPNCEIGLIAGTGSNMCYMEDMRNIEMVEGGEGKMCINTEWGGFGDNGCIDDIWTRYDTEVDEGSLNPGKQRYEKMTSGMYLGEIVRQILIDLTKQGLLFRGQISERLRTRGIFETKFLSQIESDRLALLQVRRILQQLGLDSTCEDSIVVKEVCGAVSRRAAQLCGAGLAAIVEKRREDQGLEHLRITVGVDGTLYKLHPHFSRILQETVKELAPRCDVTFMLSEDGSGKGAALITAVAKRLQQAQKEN
#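 Assay system – recombinant HKDC1 (HK5) hexokinase enzyme, produced in-house · Input – HKDC1 at 5 µg/mL · Reagent – glucose plus 1 mM ATP as hexokinase substrates · Timing – 90 min reaction incubation at room temperature, dark · Measured by – G6PDH/diaphorase-coupled fluorescence, 1 mM NADP, 100 µM resazurin, 525/613 nm · Benchmarks – DMSO-enzyme wells negative, buffer-substituted wells positive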
# Active calls of the source: *.
mIAP block	ATG4B inhibitor	hIAP inh	hIAP activ	APOBEC3A inh	PfG6PD inh	mIAP act	HKDC1 inh	mol
4	-1	-11	1.1	0	-8	0.96	-3	Brc1cccc(CN2CCCCCC2)c1
-6	4	-21	1.2	-3	-11	1.1	-3	O=C(NCc1ccncc1)C(=O)NCC1OCCN1S(=O)(=O)c1ccc(Cl)cc1 (stereo not given)
-2	-10	-12	1.1	-1	-10	1	-4	CN(C)C(=O)c1ccc2c(c1)C1C3CCC(C3)C1C(c1ccccc1)N2 (stereo not given)
5	-9	9	0.91	-3	-6	0.95	-1	COc1cc(OC)cc(C(=O)OCn2nnc3ccccc3c2=O)c1
-4	-3	-8	1.1	1	3	1	5	Cn1c(SC2CCCCC2=O)nnc1-c1ccccc1F (stereo not given)
-2	-10	-18	1.2	-2	5	1	-4	CC(=O)c1cccc(-n2nnnc2SCC(=O)Nc2cc(C)on2)c1
9	4	-37	1.4	-4	-12	0.91	2	COc1ccc(C(=O)Nc2ccc(C(=O)N3CCCC3)cc2)cc1[N+](=O)[O-]
12	-7	-13	1.1	0	2	0.88	2	O=C(Cc1ccccc1[N+](=O)[O-])N1CCN(S(=O)(=O)c2ccccc2)CC1
1	-14	-22	1.2	-3	26	0.99	10	Nc1c(C(=O)Nc2ccccc2)c2nc3ccccc3nc2n1CCCN1CCOCC1
3	3	17	0.83	-2	-11	0.97	-4	Cc1cc(Cl)ccc1OCC(=O)Nc1cccnc1
-4	25	16	0.83	-6	-3	1	3	O=C(/C=C/c1ccc(O)cc1)c1ccccc1
11	-1	16	0.84	0	-3	0.89	-11	Cn1cc(/C=C/c2nc3ccccc3c(=O)n2-c2cccc([N+](=O)[O-])c2)c2ccccc21
1	-6	0	1	0	15	0.99	-5	COc1ccc(NC(=O)CN2C(=O)COc3ccc(S(=O)(=O)N4CCCCC4)cc32)cc1OC
5	-4	-63	1.6	3	-13	0.95	-5	Cc1ccc(C(=O)NNC(=O)C2CCN(S(=O)(=O)c3ccc(C)cc3)CC2)cc1
-2	-14	-10	1.1	1	1	1	-9	CC1(C)C=C(c2ccc(O)cc2)CC(C)(C)N1
-3	4	-9	1.1	-3	-18	1	-6	Cc1c(NC(=O)c2cccnc2Cl)c(=O)n(-c2ccccc2)n1C
35	-23	-14	1.1	39	48	0.65	34	O=CN/C=C/c1cc(O)ccc1O
3	3	2	0.98	-4	-8	0.97	-9	COCC(=O)N/N=C(\C)CC(=O)NCc1ccco1
0	-5	7	0.93	-3	-7	1	2	CC(NCC(O)c1ccc([N+](=O)[O-])cc1)C12CC3CC(CC(C3)C1)C2 (stereo not given)
4	9	12	0.88	-4	-31	0.96	3	Cc1ccc(S(=O)(=O)N2[C@@H](c3ccccc3F)C(C(=O)O)=CC[C@H]2c2ccc(Cl)c(Cl)c2)cc1
8	-8	-12	1.1	-2	-22	0.92	6	Cc1nnc(SCC(=O)NCc2ccc(Cl)cc2)[nH]c1=O
-6	-8	-4	1	1	3	1.1	-4	CC(=O)c1ccc(C(=O)N2CCCC(CNC(=O)c3ccccc3Cl)C2)cc1 (stereo not given)
4	3	16	0.84	0	24	0.96	2	CC(C)(C)c1ccc(Oc2ccc(NC(=O)c3cccs3)cn2)cc1
1	-17	1	0.99	-3	10	0.99	2	O=C(COC(=O)COc1ccc2ccccc2c1)Nc1cc(C(F)(F)F)ccc1N1CCOCC1
-4	-1	4	0.96	0	-26	1	-3	Cc1cc(C)cc(NC(=O)Nc2ccc(S(=O)(=O)Nc3cc(C)on3)cc2)c1
-7	-1	-24	1.2	-4	-21	1.1	0	Cc1ccccc1-n1cc(CNC(=O)CCc2nnc(CCc3ccccc3)o2)cn1
-4	-1	7	0.93	-1	-12	1	2	CC(=O)Oc1ccc(C(=O)Nc2cccc3c2CCCC3)cc1
-3	-2	-16	1.2	0	-18	1	-13	Cc1oc(-c2ccccc2)cc1C(=O)Nc1cccc(C(=O)O)c1
-6	-13	6	0.94	1	16	1.1	-2	CC(C)(C)C(=O)Nc1ccc(N=Nc2ccccc2)cc1
62*	22	-4	1	66	15	0.39	15	O=C(CCN1C(=O)/C(=C/c2ccco2)SC1=S)Nc1ccc(C(=O)O)c(O)c1

# Records listed above shown as hits in mIAP block.
mIAP block	ATG4B inhibitor	hIAP inh	hIAP activ	APOBEC3A inh	PfG6PD inh	mIAP act	HKDC1 inh	mol
62*	22	-4	1	66	15	0.39	15	O=C(CCN1C(=O)/C(=C/c2ccco2)SC1=S)Nc1ccc(C(=O)O)c(O)c1

# (further entries)
mIAP block	ATG4B inhibitor	hIAP inh	hIAP activ	APOBEC3A inh	PfG6PD inh	mIAP act	HKDC1 inh	mol
10	-6	32	0.68	2	0	0.9	12	O=C1NN(c2cccc(Br)c2)C(=O)/C1=C\c1ccc(O)cc1
1	-6	2	0.98	-3	7	0.99	1	O=C(CS(=O)(=O)c1ccccc1)Nc1cccnc1
-7	-1	-9	1.1	-3	-20	1.1	-1	COC(=O)[C@@H]1C[C@@]2(O)[C@H](O)[C@H](O)[C@H](O)C[C@H]2N1CC1CC1
10	5	10	0.9	-1	-8	0.9	-8	CC1CCN(C(=O)CSc2nnc(Cn3c(=O)sc4ccccc43)n2C)CC1
10	2	13	0.87	1	25	0.9	-7	Cc1ccc(/C=C(\NC(=O)c2ccccc2)C(=O)NCCc2ccccn2)o1
-6	8	6	0.94	0	-2	1.1	-3	CN(C)c1cccc(N(C)C)c1CNC(=O)C(C)(C)C
5	-3	17	0.83	-1	8	0.95	-3	COc1cc2c(cc1OC)C1Cc3ccc(OC)c(OC)c3C[N+]1([O-])CC2 (stereo not given)
10	-8	28	0.71	-4	-11	0.9	2	Fc1ccccc1N1CCN(Cc2cc(-c3ccccc3)on2)CC1
2	-3	-2	1	-3	10	0.98	1	O=C(COc1ccc(Cl)cc1)NCC(=O)N1CCC2(CC1)NCCc1[nH]cnc12
4	-4	-3	1	-1	-9	0.96	2	O=C(O)[C@H](Cc1ccccc1)NC(=O)C(c1ccccc1)(c1ccccc1)c1ccccc1
20	1	15	0.85	-2	10	0.8	1	O=C1C=C(c2cc3ccccc3s2)C[C@@H](c2ccc(Cl)cc2)C1
-1	-2	-12	1.1	-1	-1	1	1	N#Cc1ccccc1CSc1nnc(-c2ccncc2)o1
-16	1	-10	1.1	-4	3	1.2	2	COc1cc(/C=N/NC(=O)c2c(-c3ccccc3)noc2C)ccc1O
-3	3	10	0.9	-5	24	1	-2	COc1cc(Nc2ccc(S(N)(=O)=O)cc2)c([N+](=O)[O-])nc1[N+](=O)[O-]
0	-1	9	0.91	4	-7	1	-8	CC(C)COc1ccc(C(=O)N2C(=O)c3ccc(N)cc3C2=O)cc1
5	-8	0	1	-2	2	0.95	-12	O=C(c1ccccc1)N1CCN(S(=O)(=O)c2ccccc2)CC1
-5	-3	6	0.94	-4	-4	1	-7	COc1ccccc1NC=C1C(=O)OC(C)(C)OC1=O
-17	4	-1	1	0	-13	1.2	6	Brc1ccccc1Cn1cnc2ccccc21
-2	3	-5	1	-2	18	1	-2	Cc1cccc(C(=O)OCC(=O)NC23CC4CC(CC(C4)C2)C3)c1O
2	-9	8	0.93	-4	16	0.98	-5	COc1ccc(F)cc1S(=O)(=O)N1CCCN(S(=O)(=O)c2cc(F)ccc2OC)CC1
4	5	-6	1.1	0	-3	0.96	-10	N#Cc1c(N)c(C(=O)c2ccccc2)n2c1CCCC2
0	-7	-6	1.1	-3	43	1	3	CCn1c(C)nc2cc(C(=O)OCCC(F)(F)F)ccc21
-6	6	-13	1.1	-4	-10	1.1	-9	CCCc1nn(C)c2c1C(c1cccnc1)C(C#N)=C(N)O2 (stereo not given)
5	-9	-11	1.1	2	7	0.95	-1	O=S(=O)(NC(=NCc1ccccc1)c1ccccc1)c1ccccc1
-7	-3	-6	1.1	-6	-6	1.1	-1	CC(O)CSc1nc2c(c(=O)n(C)c(=O)n2C)n1CCCc1ccccc1 (stereo not given)
5	-8	1	0.99	-3	-12	0.95	-6	COc1ccc(CCNC(=O)COc2ccc(S(=O)(=O)NC(C)C)cc2)cc1OC
-4	-5	-10	1.1	1	-9	1	3	O=c1[nH]c(CN2CCN(S(=O)(=O)c3ccc4ccccc4c3)CC2)nc2ccccc12
19	-1	-4	1	6	5	0.81	-5	O=C(CSc1nc2c(sc3ccccc32)c(=O)n1CCCN1CCCC1)NCc1ccccc1
0	8	17	0.83	-2	-15	1	0	O=C(NCC1CC1)c1ccc2c(c1)S(=O)(=O)c1cc(Cl)ccc1C2=O
-7	-6	-12	1.1	5	-8	1.1	-4	COc1ccc(-c2cc(CNS(=O)(=O)c3ccc(NC(C)=O)cc3)on2)cc1

# Some values from the entries so far.
# Value for O=C(COc1ccc(Cl)cc1)NCC(=O)N1CCC2(CC1)NCCc1[nH]cnc12 under hIAP activ: 1
# Value for O=C(/C=C/c1ccc(O)cc1)c1ccccc1 under hIAP activ: 0.83
# Value for Nc1c(C(=O)Nc2ccccc2)c2nc3ccccc3nc2n1CCCN1CCOCC1 under mIAP block: 1
# Value for CC(=O)Oc1ccc(C(=O)Nc2cccc3c2CCCC3)cc1 under mIAP block: -4

# Remaining list, next part
mIAP block	ATG4B inhibitor	hIAP inh	hIAP activ	APOBEC3A inh	PfG6PD inh	mIAP act	HKDC1 inh	mol
0	-6	0	1	-1	3	0.99	8	CCN(C)c1ccc(/C=N\n2nnnc2N)cc1
18	21	-6	1.1	0	-16	0.82	6	CC(C)(C)C1CCC2(CC1)C(C#N)=C(SCC(=O)Nc1ccccc1)NC(=O)C2C#N (stereo not given)
-3	-2	1	0.99	-1	13	1	-3	Fc1ccc(COc2cccc3cccnc23)cc1
-4	10	-4	1	2	2	1	-5	O=C(OCC(=O)c1ccc[nH]1)c1ccc(Cl)c(Cl)c1
-2	-2	12	0.88	14	5	1	20	O=C(N/N=C/c1cccn1-c1cccc(C(=O)O)c1)Nc1ccccc1
-3	-2	10	0.9	-1	5	1	2	Cn1c(Cl)c(/C=N/OC(=O)c2ccc(Cl)cc2)c2ccccc21
9	3	9	0.91	5	-26	0.91	-6	Clc1ccc(-n2ncc3c(N4CCCC4)ncnc32)cc1
-6	-11	10	0.9	3	-5	1.1	-6	O=C(Nc1ccccn1)c1ccc(Br)c(S(=O)(=O)N2CCCCC2)c1
6	10	9	0.91	0	-22	0.94	-3	CCCCOc1ccc(C2C(C(=O)c3ccc(C)o3)=C(O)C(=O)N2CC2CCCO2)cc1 (stereo not given)
8	1	-7	1.1	-3	-14	0.92	-2	COc1ccc(C(=O)Nc2ccc(C(=O)O)cc2NC(=O)c2ccc(OC)cc2)cc1
-3	-6	1	0.99	0	-1	1	-1	CCN(CC(=O)NC(C)C)C(=O)Cc1ccc(C)c(C)c1
0	-6	-7	1.1	3	-2	0.99	-6	COc1cc(NC(=O)CN2CC(c3ccccc3)CC2=O)cc(OC)c1 (stereo not given)
1	-8	8	0.92	-5	10	0.99	-3	O=C(c1ccc(CS(=O)c2cccc(Cl)c2)o1)N1CCOCC1 (stereo not given)
-16	-4	-12	1.1	4	-1	1.2	-5	CSCCNC(=O)c1ccc(OC2CCN(CCc3ccccc3)CC2)cc1
-4	-2	-12	1.1	4	-3	1	0	O=C(CSc1nnc(-c2cccs2)n1C1CC1)NC1CCS(=O)(=O)C1 (stereo not given)
-3	-5	-7	1.1	0	-5	1	-8	N#Cc1ccccc1OCC(=O)OCC(=O)N1CCCC1
-3	23	8	0.92	-4	11	1	6	COC(=O)Cn1c2nc3ccccc3nc2c2cccc(C)c21
-1	3	-13	1.1	-3	-7	1	-6	CN(CC(=O)NCCc1ccc(F)cc1)CC(=O)Nc1ccc(F)c(F)c1F
